Bioassay records: PubChem BioAssay, several laboratories
TRPC6 act = activators of mouse TRPC6 channel | HEK293-TRPC6 membrane potential dye fluorescence; active compounds read high | B-score at 10 µM | actives 0.13% (n = 310,000) | AID 2550;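 active = B-score of the integrated fluorescence ratio above library mean plus 3 SD, and starting fluorescence ratio within library mean plus 5 SD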;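 note: higher score means more depolarization so channel activation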
MrgX1 ag = activates human MrgX1 receptor signaling; Q96LB2; MrgX1-HEK293 cells, Fluo-4 calcium fluorescence, agonist mode; active compounds read high; B-score at 10 µM; actives 0.44% (n = 310,000);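 active = calcium response B-score plate-corrected fluorescence ratio at least 3 library SD, with starting fluorescence B-score inside 5 SD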
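Assay system: MrgX1-expressing HEK293 cells / Amount: fifteen thousand cells per well / Doses: test compound in the initial addition of three / Timing: cells plated overnight, dye loaded 0.5 h 37 °C, 0.5 h room temperature / Technique: kinetic calcium dye fluorescence, Fluo-4 NW / Control set: positive and negative controls per plate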
ANO1 activ = mouse TMEM16A channel activation, primary screen. AID 623877. actives 0.3% (n = 340,000). HEK293 TMEM16A/YFP-H148Q/I152L, iodide quench fluorescence; active compounds read low. Q8BHY3. B-score at 10 µM;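 active = fluorescence-ratio B-score plate-corrected deviation score at least 3 library SD below zero, with starting fluorescence score within 5 deviations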;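 note: channel opened by trigger with iodide after compound preincubation; score built on the fluorescence ratio of max minus min over baseline; more negative score means more quench and so TMEM16A activation or potentiation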
Target sequence (Q8BHY3 whole entry, looked up): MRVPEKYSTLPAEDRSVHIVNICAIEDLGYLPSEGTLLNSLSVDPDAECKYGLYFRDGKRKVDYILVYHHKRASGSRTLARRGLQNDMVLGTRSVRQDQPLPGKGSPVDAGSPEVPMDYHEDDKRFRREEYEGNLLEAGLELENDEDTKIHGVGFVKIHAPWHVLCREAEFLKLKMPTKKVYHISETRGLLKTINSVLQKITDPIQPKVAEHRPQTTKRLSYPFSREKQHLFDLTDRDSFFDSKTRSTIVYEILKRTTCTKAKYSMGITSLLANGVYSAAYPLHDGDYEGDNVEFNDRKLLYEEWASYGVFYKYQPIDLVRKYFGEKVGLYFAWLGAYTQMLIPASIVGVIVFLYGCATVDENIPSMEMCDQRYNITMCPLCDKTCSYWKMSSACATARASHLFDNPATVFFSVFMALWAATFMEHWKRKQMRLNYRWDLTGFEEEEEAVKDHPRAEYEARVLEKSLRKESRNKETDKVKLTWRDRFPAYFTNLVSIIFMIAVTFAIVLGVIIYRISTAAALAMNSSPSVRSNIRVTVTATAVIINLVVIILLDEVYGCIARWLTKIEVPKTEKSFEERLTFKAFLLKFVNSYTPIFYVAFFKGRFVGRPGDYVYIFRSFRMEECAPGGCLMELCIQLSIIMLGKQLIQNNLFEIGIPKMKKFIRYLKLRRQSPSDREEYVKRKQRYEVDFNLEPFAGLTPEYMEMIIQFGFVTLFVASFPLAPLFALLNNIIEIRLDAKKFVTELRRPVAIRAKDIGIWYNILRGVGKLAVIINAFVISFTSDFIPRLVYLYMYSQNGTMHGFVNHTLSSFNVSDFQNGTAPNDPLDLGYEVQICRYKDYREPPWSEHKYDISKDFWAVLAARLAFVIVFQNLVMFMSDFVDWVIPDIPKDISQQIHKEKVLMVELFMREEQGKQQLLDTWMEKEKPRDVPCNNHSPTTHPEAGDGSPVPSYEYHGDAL
MrgX1 antag = antagonists of human MrgX1 receptor; Q96LB2; B-score at 10 µM; MRGX1-HEK293 calcium flux, Fluo-4, BAM8-22 antagonism; active compounds read low; actives 1.3% (n = 310,000);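 active = calcium-response B-score plate-corrected more than 3 library SD below zero, starting fluorescence within 5 deviations, no agonist response on first addition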;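 note: peak minus trough fluorescence over baseline after final BAM8-22 challenge near maximal dose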
TRPC6 inhibitor = mouse TRPC6 channel inhibition; B-score at 10 µM; HEK293-TRPC6, membrane potential dye, ACh-evoked depolarization; active compounds read low; AID 2553; actives 1.1% (n = 310,000); Q61143;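 active = B-score under library mean minus 3 SD, initial fluorescence not abnormally high, positive integrated signal ratio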;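 note: B-score derived from integrated fluorescence ratio over the kinetic read; more negative B-score means stronger inhibition of depolarization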
SKKanGAS inh = SKKanGAS growth inhibition; inhibition, % at 7.5 µM; S. pyogenes SKKanGAS, kanamycin growth, BacTiter-Glo, 6 h; actives 1.3% (n = 300,000);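 active = mean replicate score, as percent of positive control median, at least 50; inconclusive = mean below 50 but one replicate at or above 50; inactive = mean and every replicate below 50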;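 note: strain carries kanamycin resistance gene driven by streptokinase promoter and grows in 40 µg/ml kanamycin; loss of luminescence reflects streptokinase promoter inhibition or plain growth inhibition; 0% = median of DMSO wells and 100% = positive control at its reference dose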
RGS4 act = RGS4 potentiation or activation. HEK293 M3R/inducible RGS4, carbachol calcium flux Fluo4; active compounds read low. B-score at 10 µM. actives 0.92% (n = 310,000);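 active = B-score of the integrated calcium signal more than 4 SD below the library mean, with starting fluorescence not abnormally high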;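 note: negative B-score means reduced calcium response which marks RGS4 activation or potentiation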
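System: HEK293 FlpIn-TREx cells, stable M3R, doxycycline-inducible RGS4. Timing: overnight RGS4 induction, 30 min dye load 37 °C, 20 min compound RT. Also added: carbachol, ECmax concentration. Measured by: Fluo4 fluorescence kinetic imaging of calcium. Evaluation: integrated calcium ratio converted to B score.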
HDAC3 inhib = human HDAC3 inhibition | inhibition, % at 8.3 µM | actives 0.15% (n = 320,000) | AID 2718 | recombinant HDAC3, fluorogenic peptide/trypsin coupled, fluorescence; in the data active = inhibition above about 26%, passing the limit was not always enough; inconclusive = no clear call, values can overlap the other calls
RGS4 block = inhibitors of human RGS4; B-score at 10 µM; HEK293 M3R/RGS4 inducible, Fluo-4 calcium flux; active compounds read high; triggered by carbachol at its EC20; P49798; actives 0.45% (n = 310,000);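 active = B-score, a plate-corrected calcium signal, over three deviations above library mean, with baseline fluorescence within five deviations of library mean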;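 note: RGS4 expression induced by doxycycline in cells with stable M3 receptor; B-score is computed from the integrated fluorescence ratio over baseline after carbachol; higher B-score means a larger calcium signal and so more RGS4 inhibition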
TMEM16A inh = inhibitors of mouse TMEM16A calcium-activated chloride channel; HEK293 TMEM16A/YFP iodide influx fluorescence, ionomycin; Q8BHY3; AID 588511; normalized B-score (activity score, 25-100; higher = stronger inhibition) at 10 µM; actives 1.2% (n = 310,000);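 active = ratio plate-corrected score three or more library SD toward inhibition, starting fluorescence score within five deviations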;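 note: score derived from kinetic fluorescence span divided by baseline fluorescence per well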
MrgX1 PAM = human MrgX1 positive allosteric modulation, primary screen. AID 588675. actives 0.63% (n = 310,000). Q96LB2. B-score at 10 µM. MrgX1-HEK293, Fluo-4 calcium flux, FDSS; active compounds read high;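 active = plate-corrected calcium response at least 3 library SD above typical, normal starting fluorescence, not activating the receptor alone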;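 note: compound read alongside a low EC10 to EC30 dose of BAM8-22 agonist; peak minus trough fluorescence over baseline measured at the second addition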
Numbers without * were called inactive; i = inactive; ? = inconclusive. Compounds as they come; any-hit rate near 6.7%.

SMILES	TRPC6 act	MrgX1 ag	ANO1 activ	MrgX1 antag	TRPC6 inhibitor	SKKanGAS inh	RGS4 act	HDAC3 inhib	RGS4 block	TMEM16A inh	MrgX1 PAM
CC1CCN(c2nc(-c3ccncc3)nc3ccccc23)CC1	i	i	i	i	i	29	i	3	i	i	i
O=C(OCC#CCSc1nc2ccccc2o1)c1cc2ccccc2o1	i	i	i	i	i	2	i	12	i	i	i
Cn1c(=O)n(CCc2ccccc2)c(=O)c2c1nc1n2CCCN1CCc1ccccc1	i	i	i	i	i	26	-7.7*	16	i	i	i
Cc1ccc(-c2noc(CCCC(=O)Nc3cccnc3)n2)cc1	i	i	i	i	i	-12	i	-5	i	25*	i
O=c1n(CCCN2CCN(c3cccc(Cl)c3)CC2)nc2ccccn12	i	i	i	i	i	-1	i	-12	i	i	i
COc1cccc2cc(C(=O)OC3CCN(C)CC3)c(=O)oc12	i	i	i	i	i	0	i	1	i	i	i
CC(/C=C1\SC(=S)N(NC(=O)c2ccc(C)cc2)C1=O)=C\c1ccccc1	i	i	i	i	i	5	i	9	i	i	i
COCCC1CCCCN1C(=O)c1cc(COc2ccc(C)nc2)on1 (stereo not drawn)	i	i	i	i	i	15	i	-2	i	i	i
O=C(CSc1nnc(-c2cccc(F)c2)o1)N1CCOCC1	i	i	i	i	i	-3	i	-14	i	i	i
CC1CSc2ccccc2NC1=S (stereo not drawn)	i	i	i	i	i	9	i	-10	i	i	i
Cc1nc([N+](=O)[O-])cn1-c1ccc(N)cc1	i	i	i	i	i	2	i	5	i	i	i
COc1cccc(/C=C2\Oc3cc(OCC(=O)N4Cc5ccccc5C[C@H]4C(=O)O)ccc3C2=O)c1	i	i	i	i	i	21	i	9	i	i	i
CCn1ncc(Br)c1C(=O)Nc1ncc(C)s1	i	i	i	i	i	2	i	2	i	i	i
COc1ccc(C(=O)Nc2ccccc2C(=O)NC(Cc2c[nH]c3ccccc23)C(=O)O)cc1 (stereo not drawn)	i	i	i	i	i	6	i	2	i	i	i
COc1c(C)cc(C(=O)C2CCCN(C(=O)c3ccc4cc[nH]c4c3)C2)cc1C (stereo not drawn)	i	i	i	i	i	1	i	5	i	i	i
O=C(O)CCCCCCC1C(=O)NC(=O)N1CCC(O)C1CCCCC1 (stereo not drawn)	i	31*	i	i	i	0	i	5	i	i	i
O=C(O)CN1C(=O)C2C3C=CC(C3)C2C1=O (stereo not drawn)	i	i	i	i	i	-4	i	1	i	i	i
OCC1(CCCc2ccccc2)CCN(Cc2ccc(F)cc2)CC1	i	i	i	i	i	2	i	0	i	i	i
COc1ccccc1CNC(=O)/C=C/c1ccc(Br)o1	i	i	i	i	i	1	i	3	i	i	i
CSc1ccccc1-c1nnc(NC(=O)Cc2ccccc2)o1	i	i	i	i	i	-2	i	2	i	i	i
CCSC(C)CC1CC(=O)CC(=O)C1 (stereo not drawn)	i	i	i	i	i	-2	i	-5	i	i	i
Cc1ccccc1-n1nc(C(=O)c2cccs2)cc(-c2nc3ccccc3[nH]2)c1=N	i	i	i	i	-11*	86*	i	6	i	i	i
O=C(c1cccs1)N1CCN(c2nc3ccc([N+](=O)[O-])cc3s2)CC1	i	i	i	i	i	-5	i	1	i	i	i
Cc1cccc(NC(=O)c2cccc(S(=O)(=O)Nc3ccccc3C(=O)O)c2)c1	i	i	i	i	i	6	i	-2	i	i	i
C/C=C/COC(=O)c1[nH]c2c(c1C)C(=O)CC(c1ccc(N(C)C)cc1)C2 (stereo not drawn)	i	i	i	i	i	12	i	9	i	i	i
CCOC(=O)c1c(NC(=O)Cn2nc([N+](=O)[O-])c(Br)c2C)sc2c1CCC(C)C2 (stereo not drawn)	i	i	i	i	i	-6	i	4	i	i	i
Cc1c(C(=O)Nc2ccccn2)sc2nc3n(c(=O)c12)CCC3	i	i	i	i	i	35	i	-2	i	i	i
N/C(=N\OC(=O)c1ccco1)c1cccnc1	i	i	i	i	i	-17	i	6	i	i	i
CC(=O)N1c2ccc(S(=O)(=O)N3CCC(C(=O)N4CCCC(C)C4)CC3)cc2CC1C (stereo not drawn)	i	i	i	i	i	21	i	-3	i	i	i
COCCN(C(=O)/C=C/c1cccc([N+](=O)[O-])c1)c1c(N)n(Cc2ccccc2)c(=O)[nH]c1=O	i	i	i	i	i	-7	i	?	i	i	i
Cc1cc(CSC(=N)N)c(CSC(=N)N)cc1C	i	91*	i	i	-6.8*	-3	i	0	i	i	i
COC(=O)C(c1ccccc1)C1(O)CC(C)N(C)CC1C (stereo not drawn)	i	i	i	i	i	6	i	-7	i	i	i
CC1CCCN(C(=O)C23CCC(C)(C(=O)C2)C3(C)C)C1 (stereo not drawn)	i	i	i	i	i	-1	i	8	i	i	i
COc1ccc(-c2cc(C(=O)Nc3ccc4c(c3)OCO4)no2)cc1OC	i	i	i	i	i	-2	i	0	i	i	i
O=S(=O)(N1CCCCC1)n1c(Cc2ccccc2)nc2ccccc21	i	i	i	i	i	7	i	5	i	i	i
Cc1ccc(S(=O)(=O)NN2C(=O)/C(=C/c3cccnc3)SC2=S)cc1	i	i	i	i	i	-1	i	8	i	i	i
COc1ccc(S(=O)(=O)N2CCOC2CNC(=O)C(=O)NCC(C)C)cc1OC (stereo not drawn)	i	i	i	i	i	0	i	?	i	i	i
CN(CCCC(=O)Nc1ccncc1)S(=O)(=O)c1ccc(Cl)cc1	i	i	i	i	i	-14	i	2	i	100*	i
CCNC(=S)Nc1ccc(Oc2ccccc2)cc1	i	i	i	i	i	-7	i	0	i	i	i
CC(C)NC(=S)N/N=C/C1=CCC2CC1C2(C)C (stereo not drawn)	i	i	i	i	i	20	i	13	i	i	i
CC[C@H](C)[C@H](NS(=O)(=O)c1ccc(C)cc1)C(=O)N1CCC(C(=O)N[C@@H](C)C(=O)O)CC1	i	i	i	i	i	4	i	6	i	i	i
O=C(CSc1nc(=O)n(CCCN2CCOCC2)c2c1CCC2)Nc1ccccc1F	i	i	i	i	i	-7	i	2	i	i	i
Cc1cccc(NC2=NC(=S)N(c3cccc(C(=O)O)c3)C23CCCCC3)c1	i	i	i	i	i	-15	i	-1	i	i	i
COc1cc(Br)c(S(=O)(=O)Nc2c(C)n(C)n(-c3ccccc3)c2=O)cc1OC	i	i	i	i	i	-9	i	6	i	i	i
Cc1nc2ccccc2cc1O	i	i	i	i	i	-14	i	-40	i	i	i
Cc1cc(OCC(=O)N(C)Cc2ccccc2)ccc1Br	i	i	i	i	i	6	i	-7	i	i	i
COc1cc(C(=O)NCc2nnc(SCC(=O)Nc3nc4ccccc4s3)o2)cc(OC)c1OC	i	i	i	i	i	43	i	1	i	i	i
Cc1ccc(S(=O)(=O)N2CCN(c3ccc(N4CCOCC4)nn3)CC2)cc1[N+](=O)[O-]	i	i	i	i	i	-13	i	3	i	i	i
CC1CCN(C(=O)C2CCCCN2S(=O)(=O)c2cccc([N+](=O)[O-])c2)CC1 (stereo not drawn)	i	i	i	i	i	-2	i	0	i	i	i
O=C(CSC1=NS(=O)(=O)c2cc(Cl)ccc2N1)NCCc1ccccc1	i	i	i	i	i	-6	i	1	i	i	i
COc1ccc(NS(=O)(=O)c2ccc(NS(=O)(=O)c3cccs3)cc2)c(OC)c1	i	i	i	i	i	2	i	6	i	i	i
COc1ccc(NCC(=O)N/N=C/c2cc([N+](=O)[O-])ccc2N2CCCC2)cc1	i	i	i	i	i	12	i	-4	i	i	i
CCOc1ccc(Br)cc1S(=O)(=O)Nc1nc(CN2CCOCC2)nc2sc(C)c(C)c12	i	i	i	i	i	8	i	0	i	i	i
Cc1ccc(CC(=O)Nc2nc3ccccc3[nH]2)cc1C	i	i	i	i	i	42	i	5	i	i	i
Cc1ccc(S(=O)(=O)c2nc(NCc3ccc4c(c3)OCO4)sc2Cl)cc1	i	i	i	i	i	8	i	5	i	i	i
COc1ccc(NC(=O)N(CCC(C)C)C(C)c2ccccn2)c(OC)c1 (stereo not drawn)	i	i	i	i	i	4	i	7	i	i	i
O=C(Nc1nccs1)c1cccc(NC(=O)C2CC2)c1	i	i	i	i	i	8	i	0	i	i	i
COc1ccc(C(=O)Nc2cccc3c2CCCC3)c(OC)c1	i	i	i	i	i	-8	i	4	i	i	i
COc1ccc(CNC(=O)C/C(C)=N/NC(=O)c2ccc(OC)cc2OC)cc1	i	i	i	i	i	13	i	-3	i	i	i
CC(C)(C)C(=O)NC(NC(=O)C(C)(C)C)c1ccc([N+](=O)[O-])cc1	i	i	i	i	i	1	i	12	i	i	i

Further entries:
SMILES	TRPC6 act	MrgX1 ag	ANO1 activ	MrgX1 antag	TRPC6 inhibitor	SKKanGAS inh	RGS4 act	HDAC3 inhib	RGS4 block	TMEM16A inh	MrgX1 PAM
COc1ccc(OC)c(S(=O)(=O)N(C)CC(=O)N2CCN(c3cccc(Cl)c3)CC2)c1	i	i	i	i	i	1	i	-5	i	i	i
O=C1CN(CC(=O)Nc2cccc(Cl)c2Cl)c2ccccc2N1	i	i	i	i	i	13	i	8	i	i	i
CCC(C)NC(=O)CSc1nc2c(sc(=S)n2-c2cc(Cl)ccc2OC)c(=O)[nH]1 (stereo not drawn)	i	i	i	i	i	18	i	1	i	i	i
CSCCC(NC(=O)c1ccc([N+](=O)[O-])cc1Cl)C(=O)OCC(=O)NCCCc1ccccc1 (stereo not drawn)	i	i	i	i	i	-2	i	-6	i	i	i
CC1CC(C)CN(C(=O)CSc2nnc(N)s2)C1 (stereo not drawn)	i	i	i	i	i	9	i	-4	i	i	i
COCCNC(=O)CN(c1cccc(OC)c1)S(=O)(=O)c1ccc(C)cc1	i	i	i	i	i	-2	i	-1	i	i	i
Cc1c(CCO)c(=O)[nH]n1S(=O)(=O)c1ccc(Cl)cc1Cl	i	i	i	i	i	-5	i	9	i	i	i
O=C(Nc1cscc1S(=O)(=O)c1ccccc1)c1ccccc1Cl	i	i	i	i	i	7	i	-8	i	i	i
